3T3 cytotox = NIH 3T3 cell cytotoxicity. Potency, µM (top dose mostly 96.7 µM), for inactives: at the highest dose activity change, negative = cytotoxicity, actives largely listed as inhibitors. hit rate 4.3% among 94,000. NIH 3T3 viability, CellTiter-Glo ATP luminescence, 48-72 h; further: potency means the concentration at half of the fitted maximal effect; nearly all actives have a fitted effect of over 55% in size
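NIH 3T3 cells at 400 cells/well received 23 nL of compound by pintool and were incubated 48 or 72 h at 37 °C. Viability was read as ATP-coupled CellTiter-Glo luminescence.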
Luciferase inh = blocks purified firefly luciferase enzyme activity; P08659; purified P. pyralis luciferase, luminescence, biochemical; Potency, µM (top dose mostly 115 µM), without a hit: top-dose activity change, negative = inhibition, most hits filed as inhibitors; hit rate 2.5% among 76,000; further: potency means the concentration at half of the fitted maximal effect; nearly all actives have a fitted effect of over 65% in size
Target sequence (P08659 whole entry, looked up): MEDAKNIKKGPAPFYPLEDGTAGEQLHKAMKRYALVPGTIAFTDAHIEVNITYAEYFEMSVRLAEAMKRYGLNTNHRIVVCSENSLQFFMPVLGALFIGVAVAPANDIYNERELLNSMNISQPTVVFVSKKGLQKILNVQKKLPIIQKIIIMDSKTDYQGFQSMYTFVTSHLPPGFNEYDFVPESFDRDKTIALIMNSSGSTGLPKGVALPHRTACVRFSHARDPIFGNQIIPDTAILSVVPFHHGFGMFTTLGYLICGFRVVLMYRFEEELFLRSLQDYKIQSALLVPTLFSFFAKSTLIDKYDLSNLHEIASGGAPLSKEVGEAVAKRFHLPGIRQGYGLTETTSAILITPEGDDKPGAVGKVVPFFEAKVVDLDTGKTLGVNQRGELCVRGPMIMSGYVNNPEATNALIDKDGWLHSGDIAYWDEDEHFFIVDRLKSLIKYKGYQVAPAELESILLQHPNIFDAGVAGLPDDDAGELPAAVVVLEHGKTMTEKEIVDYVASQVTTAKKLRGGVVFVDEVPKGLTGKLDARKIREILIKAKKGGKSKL
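Cell-free enzyme assay, 10nM P. pyralis luciferase, luciferin and ATP each at 10uM. Inhibition profiled over a 6-point titration, read as luminescence.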
HEK cytotox = kills HEK 293 cells; HEK 293 viability, ATP luminescence (CellTiter-Glo), 48-72 h; hit rate 6.6% among 94,000; Potency, µM (top dose mostly 115 µM), inactives show at the top dose activity change, negative = cytotoxicity, hits mostly inhibitors; further: potency means the concentration at half of the fitted maximal effect; nearly all actives have a fitted effect of over 60% in size
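Cytotoxicity was scored by loss of ATP-coupled luminescence (CellTiter-Glo) in HEK 293 cells. Compound treatment ran 48 or 72 hr at 37 degree Celsius, 5% CO2, 95% humidity.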
GPT2 inh = GPT2 alanine aminotransferase inhibition; Recombinant GPT2, coupled pyruvate oxidase/HRP Amplex Red fluorescence; AID 1671188; Q8TD30; hit rate 0.25% among 100,000; Potency, µM (top dose mostly 57.7 µM), inactives show top-dose activity change, negative = inhibition, actives largely listed as inhibitors; further: potency means the concentration at half of the fitted maximal effect; nearly all actives have a fitted effect of over 60% in size; many of its hits are not listed in these tables
Target sequence (Q8TD30 whole entry, looked up): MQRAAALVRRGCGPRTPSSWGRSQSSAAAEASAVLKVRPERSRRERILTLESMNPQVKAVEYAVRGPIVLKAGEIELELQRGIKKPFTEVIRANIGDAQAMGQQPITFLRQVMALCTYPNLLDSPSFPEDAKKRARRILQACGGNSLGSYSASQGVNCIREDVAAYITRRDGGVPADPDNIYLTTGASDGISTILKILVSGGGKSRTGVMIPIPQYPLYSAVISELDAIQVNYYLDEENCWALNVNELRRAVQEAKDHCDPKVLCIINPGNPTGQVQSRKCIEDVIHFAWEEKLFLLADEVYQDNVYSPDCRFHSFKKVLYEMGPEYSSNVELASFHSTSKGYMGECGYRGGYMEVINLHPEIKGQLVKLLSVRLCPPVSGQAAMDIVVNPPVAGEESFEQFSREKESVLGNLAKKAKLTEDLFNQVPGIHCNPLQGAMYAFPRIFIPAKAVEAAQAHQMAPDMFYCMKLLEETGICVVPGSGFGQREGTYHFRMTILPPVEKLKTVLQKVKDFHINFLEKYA
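Fluorescence read-out: pyruvate from GPT2 turnover coupled to pyruvate oxidase, HRP and Amplex Red (0.2mM ThPP, 0.2U/mL PO and HRP, 50uM Amplex final). Substrates 250uM a-KG, 2mM L-alanine; enzyme 10ng/uL; 30 min RT.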
SNCA expr inh = reduces expression of the alpha-synuclein gene; hit rate 0.17% among 140,000; Potency, µM (highest dose often 57.2 µM), for inactives: top-dose activity change, negative = inhibition, usual class: inhibitors; HEK-293 SNCA-luciferase knock-in, luminescence, 24 h; AID 1671194;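 further: potency means the concentration at half of the fitted maximal effect; plate controls were DMSO cells for no effect and cell-free wells for full effect; nearly all actives have a fitted effect of over 45% in size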
IP6K1 inhibitor = blocks human inositol hexakisphosphate kinase 1; Q92551; IP6K1 kinase, ADP-Glo luminescence, 2 h; hits give low values; activity change, % (series mostly up to about 58 µM); hit rate 0.81% among 140,000; in the data active means activity change below about -25%
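ADP-Glo luminescence measures ADP made by human IP6K1 during a 2 h RT reaction with ATP/IP6 (mix at 1.3 mM/130 uM); top library doses 57.5 and 19.1 uM final.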
HEK293 viab = cell viability loss counter-screen; HEK-293-SNCA-luc viability, GF-AFC fluorescence, 24 h; Potency, µM (titrated, usually from 57.1 µM), for the others: at the top dose activity change, negative = cytotoxicity, most hits filed as cytotoxic; hit rate 0.12% among 150,000;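 further: potency means the concentration at half of the fitted maximal effect; 0% = DMSO-treated cells and -100% = medium-only wells without cells; nearly all actives have a fitted effect of over 30% in size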
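HEK-293-SNCA-luc cells (1500/well) plated 24 h, then exposed 24 h to a dilution series; GF-AFC added 30 min at 37C, fluorescence 405/540 nm; normalised to medium-only and DMSO wells, Hill fit.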
* hit, by the source's call; i = inactive; ? = inconclusive; nt = no result given; [ ] = remark or other dose. Unless noted, the call rests on the fitted dose curve; in most records, active means well fitted curve in the direction sought with a large enough effect; inconclusive means small, poorly fitted or top-dose-only effect, or another doubt; inactive means no such curve, though single readings can be large; an effect the other way counts as inactive or inconclusive. Unless noted, on the % scale 0 is the no-effect control and ±100 the full control effect.

Results follow in this order: IP6K1 inhibitor, HEK293 viab, HEK cytotox, 3T3 cytotox, SNCA expr inh, GPT2 inh, Luciferase inh
CC(C)C[C@H](NC(=O)CNC(=O)OCc1ccccc1)C(=O)N[C@@H](Cc1ccccc1)C(=O)CCl
→ 15, 24µM*, nt, nt, nt, 0%, nt
CC(C)NC(=O)NC1CCN(c2ccc3nnc(-c4ccccc4)n3n2)CC1
→ 1, nt, -11%, -31%, nt, nt, nt
Cc1ccc(NC(=O)Cn2nc3n(c2=O)CCCC3)cc1Cl
→ 16, 11%, 11%, -6%, 24%, i, -9%
CN(Cc1ccccc1)C1CCc2ccccc21 (configuration not stated)
→ 1, 9%[87.6 µM], 5%[172 µM], i, -13%[87.6 µM], i, 0%[172 µM]
Cc1cccn2c(CC(=O)N3Cc4[nH]cnc4CC3C(=O)O)cnc12 (configuration not stated)
→ -13, 9%, i, 4%, -19%, i, -4%
COc1cccc(CNC(=O)c2cnc3cc(C)nn3c2)c1
→ 9, 3%[87.6 µM], -8%[172 µM], -16%[138 µM], -4%[87.6 µM], -13%[88.5 µM], nt
O=C(N[C@@H]1CN(Cc2ccccc2)C[C@H]1CO)c1ccnnc1
→ 0, -7%, -8%, -7%, 3%, -3%, 4%
Cc1ccccc1Oc1nc2c(c(=O)n(C)c(=O)n2C)n1Cc1ccc(Br)cc1
→ 7, ?, nt, nt, 194%[activator], nt, nt
Cc1ccc(CC(=O)N2C[C@@H](COc3ccccc3)[C@H](C(N)=O)C2)cc1
→ -4, -1%, -13%, -17%, -1%, i, -7%
CC[C@@H](c1ccc(F)c(F)c1)n1c(C(=O)OC)c(-c2ccno2)[nH]c1=S
→ -17, -7%, nt, nt, nt, 3%, nt
O=C(NC1CCCC1)c1ccc2c(=O)n(Cc3ccccc3)c(SCc3ccccc3)nc2c1
→ 23, 5%, nt, nt, 11%, nt, nt
O=C(COc1ccccc1)N1CCCN(c2cc(-c3ccc(Br)cc3)[nH]n2)CC1
→ 5, -2%, ?, ?, 1%, -26%, -3%
CCNC(=O)N1CCc2c(c(-c3nncn3-c3ccccc3)nn2C)C1
→ -6, 10%, i, -8%, -20%, i, 3%
CC(C)OCCCN1C(=O)c2[nH]nc(-c3ccccc3O)c2C1c1ccc(OCc2ccccc2)cc1 (configuration not stated)
→ 19, ?, nt, nt, ?, nt, nt
Cc1ccc(Nc2ccnc(N3CCN(C(=O)c4ccc(C)cc4)CC3)n2)cc1
→ -7, 2%, ?, ?, 36%[activator], 0%, nt
COc1ccc(CCNC(=O)c2cc(Sc3cccc(Cl)c3)nc3ccccc23)cc1OC
→ 10, ?, nt, nt, ?, nt, nt
O=C(NCc1ccc(F)cc1F)C1CCN(C(=O)c2ncn3c2COC(c2ccc(F)cc2)C3)CC1 (configuration not stated)
→ -3, -5%, -9%, -17%, -16%, 3%, ?
COc1ccc(C(=O)N2CCC(n3cc(-c4nc(C)no4)nn3)C2)cc1 (configuration not stated)
→ 3, -16%, -11%, -1%, -16%, i, 1%
O=C(Cn1nc(Cc2cccnc2)c2ccccc2c1=O)Nc1ccc(F)c(Cl)c1
→ 36, -27%, nt, nt, -23%, nt, nt
COc1ccc(S(=O)(=O)NCC(c2ccc(N(C)C)cc2)N2CCOCC2)cc1 (configuration not stated)
→ -8, -5%, nt, nt, -10%, nt, nt
CN(Cc1cccnc1)C(=O)[C@H]1C[C@@H](C(=O)O)N(C)[C@H]1c1cccc(Cl)c1
→ 9, 8%, -12%, -8%, 7%, 1%, -4%
CCn1ncc(N2CCC(NC(=O)Cc3ccc(F)cc3)CC2)cc1=O
→ 6, -6%, ?, -27%, -21%, i, -7%
CCC(=O)N1CCC2(CCC2OC)CC1 (configuration not stated)
→ 0, -2%, -12%, i, 1%, -5%, -1%
CC(C)(C)CC(=O)N1C[C@@H]2C[C@H]1C(=O)N(CC1CC1)c1ccccc1O2
→ 0, -9%[87.6 µM], -18%[172 µM], -19%[138 µM], 3%[87.6 µM], i, -7%[172 µM]
O=C(N[C@@H](Cn1ccc(=O)[nH]c1=O)C(=O)O)C1CCCCC1
→ 13, 7%[87.6 µM], i, i, -24%[87.6 µM], -28%[88.5 µM], -4%[172 µM]
CN(Cc1ccccc1)c1ccc(-c2nc(-c3ccccc3)no2)cc1[N+](=O)[O-]
→ 11, -3%, nt, nt, 53%[activator], nt, nt
O=C(c1ccc(C(F)(F)F)cc1)N1CCC(C(=O)N2CCC(c3nc4ccncc4[nH]3)C2)CC1 (configuration not stated)
→ 4, -10%, -12%, -22%, -29%, 0%, nt
CC(=O)c1cccc(NC(=O)Cn2ccn3nc(-c4ccc(F)cc4)c(CO)c3c2=O)c1
→ -30*, -28%, ?, 0%, ?, i, 0%
O=C(Nc1cccc(Cl)c1)c1cc(S(=O)(=O)N2CCC3(CC2)OCCO3)ccc1F
→ -18, 7%, nt, nt, 5%, nt, nt
Cc1ccc(C(=O)N2CCc3sc(C(=O)NCCN4CCCCCC4)cc3C2)cc1
→ -6, -9%, ?, ?, -12%, 2%, 3%
O=C(CCc1ccccc1)N1CCC2(CC1)NC(=O)N(c1cccc(F)c1)N2
→ 6, -4%, ?, ?, -10%, ?, 0%
c1csc(-c2ccnc3nc(C4CCC4)nn23)c1
→ 4, -9%, -26%, ?, 9%, i, -10%
O=C(c1ccc2c(c1)OCO2)N1CCC2(CCCN(CCCc3ccccc3)C2)C1 (configuration not stated)
→ 7, -15%, ?, -23%, 13%, 3%, 12%
COC(=O)C1=CN(CC(=O)NCc2cccc(OC)c2)S(=O)(=O)N=C1C
→ -15, -1%, 0%, -10%, 19%, i, -2%
COc1ccc(-c2cc(C[C@H]3CNCC[C@H]3CC(=O)O)no2)cc1
→ 18, 11%[87.6 µM], -22%[172 µM], -1%[174 µM], 21%[87.6 µM], 1%[88.5 µM], -1%[172 µM]
Cc1cccc(C(=O)N2CCc3cc(CNC(=O)c4ccc(Br)o4)ccc32)c1
→ -9, -7%, nt, nt, ?, nt, nt
CCS(=O)(=O)Nc1ccc(-c2cn3ccsc3n2)cc1
→ 9, -3%, nt, nt, 50%[activator], nt, nt
CC(=O)N1CCCc2cc(S(=O)(=O)N(Cc3ccccc3)C(C)C)ccc21
→ -12, -5%, nt, nt, 24%, nt, nt
CCOc1ccc(CNC(=O)C2CCN(Cc3cc4ccccc4n3Cc3ccccc3C)CC2)cc1
→ 32, 6%, nt, nt, 2%, nt, nt
COc1ccc(C2(C(=O)N3CCCCCCNC(=O)CC3)CC2)cc1
→ -6, ?, -17%, -21%, -17%, i, -13%
Cc1[nH]c2ccccc2c1C1(O)C(=O)N(Cc2ccccc2)c2ccc(Br)cc21 (configuration not stated)
→ 5, ?, nt, nt, ?, nt, nt
CC1(C)CC[C@]2(C(=O)O[C@@H]3O[C@H](CO[C@@H]4O[C@H](CO[C@@H]5O[C@H](CO)[C@H](O)[C@H](O)[C@H]5O)[C@@H](O)[C@H](O)[C@H]4O)[C@@H](O)[C@H](O[C@@H]4O[C@H](CO)[C@@H](O)[C@H](O)[C@H]4O)[C@H]3O)[C@H](O)C[C@]3(C)C(=CCC4[C@@]5(C)CC[C@H](O[C@@H]6OC[C@@H](O)[C@H](O)[C@H]6O)[C@@](C)(C(=O)O)C5CC[C@]43C)[C@@H]2C1 (some centres not stated)
→ 29, 14%[12.5 µM], nt, nt, nt, i[11.5 µM], nt
Cc1cccc(N2CCN(C(=O)c3noc4c3CCCCC4)CC2)c1C
→ 10, 2%, nt, nt, -2%, nt, nt
O[C@@H]1C[C@@H](c2nc(-c3ccc4c(c3)OCO4)no2)N(Cc2ccccc2)C1
→ 14, -3%[87.6 µM], ?, ?, 173%[activator][87.6 µM], i, 50µM*
O=C1CC(c2ccccc2)N(C(=O)CNC(=O)Nc2ccccc2)CCCCCN1 (configuration not stated)
→ 12, -5%, -16%, -11%, -9%, 0%, -1%
CO[C@]1(NC(=O)CSC(F)F)C(=O)N2C(C(=O)O)=C(CSc3nnnn3CCO)CO[C@H]21
→ -20, 8%, nt, nt, -2%[25.6 µM], 1%, nt
O=C(CC1=CCCCC1)N[C@@H]1CN(c2ncccn2)C[C@H]1CO
→ 1, -6%, -3%, -8%, -19%, i, 0%
O=C(NCc1noc(Cc2cccs2)n1)[C@H]1CCC[C@@H](O)C1
→ 11, -8%, 0%, -3%, -22%, -15%, -4%
CCOc1cc(=O)n2c(c1C(=O)Nc1cc(OC)c(OC)c(OC)c1)CCCC2
→ -4, 16%, -5%, ?, 53%[activator], i, -7%
COc1cc(NC(=O)CCn2ccn3nc4c(c3c2=O)CCCC4)cc(OC)c1
→ 26, -11%, ?, -16%, -1%, i, -10%

Three entries already listed, sorted by formula weight, lowest first.
Results follow in this order: IP6K1 inhibitor, HEK293 viab, HEK cytotox, 3T3 cytotox, SNCA expr inh, GPT2 inh, Luciferase inh
O=C(CC1=CCCCC1)N[C@@H]1CN(c2ncccn2)C[C@H]1CO
→ 1, -6%, -3%, -8%, -19%, i, 0%
O[C@@H]1C[C@@H](c2nc(-c3ccc4c(c3)OCO4)no2)N(Cc2ccccc2)C1
→ 14, -3%[87.6 µM], ?, ?, 173%[activator][87.6 µM], i, 50µM*
CO[C@]1(NC(=O)CSC(F)F)C(=O)N2C(C(=O)O)=C(CSc3nnnn3CCO)CO[C@H]21
→ -20, 8%, nt, nt, -2%[25.6 µM], 1%, nt

Later entries:
Results follow in this order: IP6K1 inhibitor, HEK293 viab, HEK cytotox, 3T3 cytotox, SNCA expr inh, GPT2 inh, Luciferase inh
CSc1ccc(-c2ccc3c(c2)C(=O)N2CC[C@H](NC(=O)C4CCNCC4)C[C@H]2C(=O)N3)cc1
→ -2, 0%, i, i, 3%, i, 4%
CCc1cccc(OCC(=O)c2ccc3c(c2)N(CC(=O)NCCCOC)C(=O)CO3)c1
→ 9, -12%, ?, -8%, ?, ?, -10%
NCCCC(=O)N1CCCC(N2CCN(c3cccc(C(F)(F)F)c3)CC2)C1 (configuration not stated)
→ 11, -2%, ?, ?, -13%, 3%, 13%
CC1=C[C@@H](CNC(=O)CCC(=O)O)[C@H](C(C)C)C[C@H]1Cc1nc2ccccc2n1C
→ 1, -6%[87.6 µM], ?, ?, 4%[87.6 µM], i, -1%[172 µM]
O=c1cc(CN2CCCn3nc(CO)cc3C2)nc2sc(C3CC3)nn12
→ 11, -3%, -3%, -12%, 11%, -25%, 0%
COc1ccc(-c2noc([C@@H]3Cc4nc[nH]c4CN3C(=O)NC3CCCCC3)n2)cc1
→ -21, ?, -28%[172 µM], ?, -9%[87.6 µM], 0%[88.5 µM], ?
O=c1n(-c2ccncc2)nc2n1CCN(CC1CC1)C2
→ 1, ?, ?, -28%[138 µM], 44%[activator][87.6 µM], i, -15%[172 µM]
CCOCCCNC(=O)c1cc2c(=O)[nH]c(-c3ccccc3)cn2n1
→ -3, -21%, ?, ?, -3%, -5%, -6%
CCN(CC)C(=O)[C@@H](C)C1CC[C@@]2(C)CC[C@H](NC(=O)c3ccncc3)[C@@H](C)[C@@H]2[C@H]1O (some centres not stated)
→ -9, 13%[87.6 µM], -18%[172 µM], ?, 4%[87.6 µM], 2%[88.5 µM], -1%[172 µM]

Screening data as filed in PubChem BioAssay.

A portion of the library. The share of hits here may be higher or lower than overall.
